ROMK mod – ROMK potassium channel modulators, primary screen, cell-based, thallium flux, MLSMR library. AID 1918, 2009. B-score at 10 µM. actives 2% (n = 130,000). Tet-inducible ROMK, thallium flux fluorescence; actives lie on both sides;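 active = signal ratio slope over the read window, or its plate-corrected B-score, at least 3 SD from the plate mean, either direction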;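 note: B-score of the F/F0 ratio slope over 7 to 12 s after thallium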
Target sequence (P48048 whole entry, looked up): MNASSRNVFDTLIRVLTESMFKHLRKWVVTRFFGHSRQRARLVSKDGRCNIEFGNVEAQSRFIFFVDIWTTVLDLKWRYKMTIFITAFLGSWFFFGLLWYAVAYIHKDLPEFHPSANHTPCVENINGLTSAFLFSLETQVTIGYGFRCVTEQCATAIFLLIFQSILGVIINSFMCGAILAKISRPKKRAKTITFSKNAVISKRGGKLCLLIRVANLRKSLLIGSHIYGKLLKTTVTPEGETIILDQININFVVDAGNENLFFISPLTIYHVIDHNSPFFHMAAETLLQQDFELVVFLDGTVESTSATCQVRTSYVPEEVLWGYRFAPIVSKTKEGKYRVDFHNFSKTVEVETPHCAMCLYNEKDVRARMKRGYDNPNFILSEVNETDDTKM
SRC2 TRFRET art – TR-FRET signal artefacts, primary screen, artefact control for PPARgamma SRC-2 agonist project, biochemical | TR-FRET artefact counter-screen; active compounds read high | TR-FRET ratio at 8 µM | actives 0.4% (n = 200,000) | AID 1049, 2008; in the data active = TR-FRET ratio above about 2000; note: inactives centre near 1500
PPARg SRC-2 ag – agonists of PPARg-SRC-2 recruitment, primary screen, biochemical, HTS; Peroxisome proliferator-activated receptor gamma (Homo sapiens), P37231; PPARgamma LBD-SRC-2 recruitment; activation, % at 8 µM; actives 0.34% (n = 200,000); AID 1032, 2008; in the data active = activation above about 22%;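 note: 0% = vehicle and 100% = reference agonist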
S1P3 antagonist – S1P3 receptor antagonists, primary screen, cell-based; Sphingosine 1-phosphate receptor 3 (Homo sapiens), Q99500; CHO S1P3 NFAT-BLA reporter, FRET fluorescence, antagonist mode; inhibition, % at 4.98 µM; actives 0.27% (n = 170,000); AID 485, 2006;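 active = inhibition above the plate cutoff, the mean inhibition of test wells on that plate plus 3 SD, cut at about 28% in these data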;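 note: cells challenged with S1P at its EC80 of 0.8 µM; blue over green emission ratio from cleaved BLA substrate after 4 h stimulation; 0% = S1P-stimulated wells and 100% = unstimulated DMSO-only wells; some compounds past the cut are filed as inactive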
TLR4-MyD88 BLA – inhibitors of TLR4-MyD88 association in cells, primary screen, cell-based, HeLa CL3-4, BLA complementation, FRET ratio | actives 0.18% (n = 200,000) | inhibition, % at 8.4 µM | HeLa CL3-4 TLR4/MyD88 BLA complementation; in the data active = inhibition above about 25%;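 note: 0% = vehicle and 100% = reference inhibitor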
PPARg SRC-3 ag – PPARgamma agonists recruiting SRC-3 coactivator, primary screen, biochemical. AID 731, 2007. biochemical PPARgamma/SRC-3 coactivator recruitment assay. activation, % at 8 µM. actives 0.26% (n = 200,000). Peroxisome proliferator-activated receptor gamma (Homo sapiens), P37231; in the data active = activation above about 23%;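 note: 0% = DMSO and 100% = reference agonist; some compounds past the cut are filed as inactive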
Lmaj promast – Leishmania major promastigote growth inhibition, primary screen; Leishmania major promastigotes, resazurin fluorescence viability; AID 1063, 2008; inhibition, % at 10 µM; actives 9% (n = 200,000); in the data active = inhibition above about 50%;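 note: promastigotes grown with compound for 44 hours at 28 °C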
PPARg SRC-1 ag – PPARgamma agonists recruiting SRC-1 coactivator, primary screen, biochemical; PPARgamma-SRC-1 coactivator recruitment biochemical assay; activation, % at 8 µM; actives 0.41% (n = 200,000); AID 631, 2007; in the data active = activation above about 19%;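 note: 0% = DMSO and 100% = reference agonist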
bIAP inhibitor – bovine intestinal alkaline phosphatase inhibitors, primary screen, selectivity assay for TNAP inhibitor project, biochemical, bovine IAP, CDP-star luminescence | alkaline phosphatase, intestinal [Bos taurus] | 190,000 tested, under 10 active | AID 1019, 2008 | purified bovine IAP, 30 min | inhibition, % at 20 µM;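 active = over 50% inhibition of intestinal alkaline phosphatase at 20 µM in the single-dose screen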
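Assay system – bovine IAP enzyme · Quantity – bovine IAP at 1/65,000,000 final dilution · Detection – CDP-star luminescence signal · Times – 30 min reaction at room temperature · Also added – CDP-star substrate at 30 µM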
DTT redox prof – compounds producing H2O2 with reducing agent – biochemical, NIH compound library profiling, artefact control for MLSCN library redox annotation, primary screen; DTT-dependent redox cycling H2O2, phenol red/HRP absorbance; 100% = 100 µM peroxide control, 0% = buffer; activation, % at 10 µM; actives 0.03% (n = 200,000); AID 878, 2007;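 active = activation of at least 50% relative to the plate's high and low controls in the primary single-dose screen; inactive = activation below 50%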;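 note: compound incubated with DTT at 0.8 mM final as the reducing agent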
bIAP act – bovine intestinal alkaline phosphatase activators, primary screen, biochemical, bovine IAP, CDP-star luminescence; actives 0.17% (n = 200,000); purified bovine IAP, 30 min; active compounds read high; fold of DMSO-control signal, blank-subtracted; activation factor at 20 µM;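 active = activation factor of 2 or more at 20 µM, a signal rise over negative controls twice the positive control's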
Starred values were filed as active, the others as inactive; nt = no result given; & = joins results of further samples; ! = not active in a repeat. The list is partial. The share of hits here may be higher or lower than overall.

#1 C1CCC(C(CC2CCCCN2)C2CCCCC2)CC1 (centres undefined)
#2 Cc1nc2ccccn2c(=O)c1CCN1CCC(C(=O)c2ccc(F)cc2)CC1
#3 O=C(NCCc1c[nH]c2ccccc12)c1cccnc1
#4 CCC(C)n1ncn(-c2ccc(N3CCN(c4ccc(OCC5COC(Cn6cncn6)(c6ccc(Cl)cc6Cl)O5)cc4)CC3)cc2)c1=O (centres undefined)
#5 CC[n+]1c(C)sc2cc(OC)ccc21
#6 C[C@]12CCC(=O)C=C1CC[C@@H]1[C@@H]2CC[C@@]2(C)[C@H]1CC[C@]2(O)C(=O)CO
#7 CCOc1ccc(C(=O)OCCN(CC)CC)cc1
#8 CC[N+](C)(CC)CCOC(=O)C(O)(c1ccccc1)C1CCCCC1 (centres undefined)
#9 CCN(CC)CCOC(=O)C1(c2ccccc2)CCCC1
#10 COc1ccccc1N1CCN(CCCNc2cc(=O)n(C)c(=O)n2C)CC1

Screen / compound no. | 1 | 2 | 3 | 4 | 5 | 6 | 7 | 8 | 9 | 10
ROMK mod | nt | -2.7 | 1.1 | nt | 0.0013 | nt | nt | nt | -0.69 | nt
SRC2 TRFRET art | 1769 | 1321 | 1611 | 1557 | 1604 | 1374 | 1514 | 1583 | 1378 | 1409
PPARg SRC-2 ag | 2 | -1 | 1 | 4 | 6 | -4 | -3 | 4 | 3 | 2
S1P3 antagonist | -17 | -10 | -10 | -9 | -2 | -5 | nt | 1 | nt | -15
TLR4-MyD88 BLA | 7 | -4 | 3 | nt | -8 | -8 | -10 | 0 | -10 | nt
PPARg SRC-3 ag | -1 | -1 | 1 | 6 | 4 | -3 | 5 | 3 | 4 | 0
Lmaj promast | 100* | 97* | 0 | nt | 36 | -2 | 8 | -6 | 33 | nt
PPARg SRC-1 ag | 13 | 5 | -4 | -2 | 8 | 0 | -1 | 8 | 1 | 4
bIAP inhibitor | 8 | -15 | 8 | 6 | -7 | 7 | 2 | 11 | 7 | 2
DTT redox prof | 1.1 | 0.5 | 3.4 | nt | -0.1 | -0.4 | -1.1 | 0.2 | 0.1 | nt
bIAP act | 0.9 | 1.1 | 0.9 | 0.9 | 1.1 | 0.9 | 1 | 0.9 | 0.9 | 1

#11 c1ccc(CN(CC2=NCCN2)c2ccccc2)cc1
#12 CC(COc1ccccc1)NC(C)C(O)c1ccc(O)cc1 (centres undefined)
#13 CN(C)CCOC(C)(c1ccccc1)c1ccccn1 (centres undefined)
#14 C/C=C(/C)C(=O)O[C@@H]1c2c(ccc3ccc(=O)oc23)OC(C)(C)[C@@H]1OC(=O)/C(C)=C\C
#15 CC1(C)Cc2c(sc(NC(=S)NC(=O)c3ccccc3)c2C(=O)O)CO1
#16 CC(=O)NC(Cc1ccccc1)C(=O)O (centres undefined)
#17 OCCN1CCN(CCCN2c3ccccc3Sc3ccc(Cl)cc32)CC1
#18 COc1ccc(/C=C/C(=O)Nc2ccccc2C(=O)O)cc1OC
#19 O=C(CCN1CCC(c2ccccc2)C1)c1ccc2c(c1)OCCO2 (centres undefined)
#20 Cc1cc(-c2ccccc2)nnc1NCCN1CCOCC1
#21 CCOc1ccc(NC(=O)Cn2cc(C(=O)c3ccco3)c3ccccc32)cc1
#22 CN1CCN(CCC(=O)N2c3ccccc3Sc3ccc(C(F)(F)F)cc32)CC1

Screen / compound no. | 11 | 12 | 13 | 14 | 15 | 16 | 17 | 18 | 19 | 20 | 21 | 22
ROMK mod | nt | nt | nt | -1.6 | -0.15 | -1 | nt | nt | -0.56 | nt | nt | -1.3
SRC2 TRFRET art | 1629&1525 | 1515 | 1321&1605 | 1515 | 1704 | 1609 | 1493 | 1476&1480 | 1521 | 1494 | 1679 | 1688
PPARg SRC-2 ag | 1&0 | 4 | -1&13 | 13 | 6 | -1 | 5 | -4&8 | 2 | -3 | 14 | 6
S1P3 antagonist | 3&4 | -5 | -1&-10 | -1 | -6 | 6 | 7 | -5&-12 | nt | -7 | nt | nt
TLR4-MyD88 BLA | 9&-4 | -9 | -8 | 1 | -16 | -3 | 1 | -14 | 0 | -3 | -4 | -2
PPARg SRC-3 ag | -1&4 | -1 | 2&5 | 1 | 4 | -5 | 3 | 2&-1 | -3 | 1 | 10 | -4
Lmaj promast | -1&9 | 20 | -5 | 21 | -12 | -5 | 96* | -6 | 101* | -3 | -7 | 55*
PPARg SRC-1 ag | 9&0 | 13 | 11&1 | 2 | -3 | 2 | 4 | 0&-5 | 2 | 12 | 4 | -3
bIAP inhibitor | -2 | 10 | 9&7 | -3 | -2 | nt | 8 | -8&4 | 14 | -5 | 8 | 5
DTT redox prof | -0.3&0.2 | 0.3 | 0.3 | 0.4 | 0.2 | 2.1 | -0.1 | 1.0 | 0.2 | 0.4 | 0.3 | 0.1
bIAP act | 337*! | 0.9 | 0.9&0.9 | 1 | 1 | nt | 0.9 | 1.1&1 | 0.9 | 1.1 | 0.9 | 0.9

Source: PubChem BioAssay (several laboratories)
